Assay outcomes as filed in PubChem BioAssay.
proKLK7 act: activators of human kallikrein-7 zymogen | P49862 | purified proKLK7, EDANS-DABCYL substrate fluorescence; 100% is mature enzyme control, 0% vehicle | activation, % at 7 µM | 0.9% of 370,000 active | AID 652039;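 active = activation above the mean of all tested compounds plus 3 SD, computed per campaign excluding outliers beyond control limits, cut at about 13% in these data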
UHRF1 MBD2 ctr: blocks human UHRF1 binding to methylated DNA | Q96T88 | UHRF1 binding to methylated oligo, TR-FRET | inhibition, % at 4.4 µM | 0.75% of 370,000 active; in the data active = inhibition above about 21%;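 also: UHRF1 SRA domain binding a hemimethylated CpG hairpin DNA probe; 0% = median of test compound wells and 100% = reference inhibitor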
MBD2 DNA inh: MBD2-methylated oligo binding inhibition; TR-FRET, MBD2 binding to methylated oligonucleotide; inhibition, % at 4.4 µM; Q9UBB5; 0.31% of 370,000 active; in the data active = inhibition above about 13%
Target sequence (Q9UBB5 whole entry, looked up): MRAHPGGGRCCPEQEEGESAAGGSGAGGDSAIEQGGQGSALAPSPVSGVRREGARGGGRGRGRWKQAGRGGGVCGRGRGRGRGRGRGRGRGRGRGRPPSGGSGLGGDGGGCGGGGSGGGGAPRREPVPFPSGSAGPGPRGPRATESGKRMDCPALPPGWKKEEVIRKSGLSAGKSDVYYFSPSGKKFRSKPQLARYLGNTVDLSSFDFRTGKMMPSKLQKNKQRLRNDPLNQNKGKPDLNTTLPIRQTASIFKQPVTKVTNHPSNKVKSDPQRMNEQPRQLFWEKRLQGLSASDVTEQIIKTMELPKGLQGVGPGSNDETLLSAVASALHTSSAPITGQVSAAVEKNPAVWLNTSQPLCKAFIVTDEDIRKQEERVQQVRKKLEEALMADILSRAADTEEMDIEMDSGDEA
Tn7 DDE FP: disrupts Tn7 cyclic peptide binding to fibrin D-Dimer-E complex; FP displacement of FITC-Tn7 peptide from fibrin DD(E); 0% = median of compound wells per plate; inhibition, % at 8.3 µM; 0.13% of 370,000 active; AID 720508;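 active = inhibition above the mean of compounds falling within the control limits plus 3 SD of them, cut at about 14% in these data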;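 also: 0% = plate median of compound wells and 100% = 10 µM Aha-Tn7 peptide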
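Assay system: Human fibrin DD(E) protein | Medium: Tris buffer with calcium and detergent, pH 7.8 | Reagent: 0.1 µM fluorescent Tn7 | Compound dosing: Single point at 8.3 µM | Times: 10 min preincubation, 3 h with tracer, room temperature | Detection: Fluorescence polarization of the labelled Tn7 tracer | Controls: Aha-Tn7 high control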
PLC-beta3 inh: blocks human PLC-beta3 enzyme activity; Q01970; Purified PLC-beta3, fluorogenic substrate, fluorescence; inhibition, % at 12.2 µM; 0.18% of 370,000 active; in the data active = inhibition above about 11%;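 also: 0% = median of compound wells on plate and 100% = full blocker control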
ARFGAP1 inhibitor: rat ARFGAP1 inhibition; 0.26% of 360,000 active; AID 651572; Arfgap1-stimulated ARF1 GTP hydrolysis, GDP FP detection; Q62848; inhibition, % at 16.5 µM;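 active = inhibition above a per-plate limit, mean inhibition of low control wells plus 3 SD, cut at about 25% in these data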;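 also: 0% = DMSO wells with enzyme and 100% = wells lacking Arfgap1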
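Replicates: Single well per compound | Assay system: Truncated rat Arfgap1 GAP domain | Control set: No-Arfgap1 wells (100%) versus DMSO full-reaction wells (0%) | Times: Enzyme reaction 120 min at 25 °C after 20 min preincubation | Reagent: Human ARF1(Δ1-17)-GTP substrate | Measured by: Tracer-displacement fluorescence polarization with EDTA stop, 620/688 nm | Measure: Percent inhibition of Arfgap1-stimulated GTP hydrolysis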
DDE Tn6 FP inh: disrupts Tn6 cyclic peptide binding to fibrin D-Dimer-E complex; Fibrin DD(E) TRITC-Tn6 fluorescence polarization displacement; P02675; 0.21% of 370,000 active; inhibition, % at 8.3 µM;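 active = inhibition above a per-campaign cutoff: mean of compounds within control limits plus 3 SD, cut at about 15% in these data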;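 also: 0% = median of all compound wells on the plate and 100% = blocking peptide control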
PLC-gamma1 inh: blocks human PLC-gamma1 enzyme activity. 0.84% of 370,000 active. purified PLC-gamma1, fluorogenic substrate, fluorescence. inhibition, % at 12.2 µM. P19174; in the data active = inhibition above about 9.5%
ASAP1 inh: inhibitors of human ASAP1 ArfGAP activity; AID 624377; inhibition, % at 16.5 µM; Q9ULH1; ASAP1-stimulated ARF1 GTP hydrolysis, GDP FP detection; 0.19% of 360,000 active; in the data active = inhibition above about 25%;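 also: 0% = vehicle with enzyme and substrate and 100% = no enzyme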
ADAM17 inh: ADAM17 inhibition, QFRET primary screen; AID 720648; 0.83% of 370,000 active; recombinant ADAM17, EDANS/DABCYL FRET peptide cleavage; P78536; inhibition, % at 6.95 µM;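 active = inhibition above the mean of compounds lying between control limits plus 3 SD, set per campaign, cut at about 8.5% in these data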;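 also: 0% = DMSO-only wells as the low control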
Target sequence (P78536 215-824 limits assumed): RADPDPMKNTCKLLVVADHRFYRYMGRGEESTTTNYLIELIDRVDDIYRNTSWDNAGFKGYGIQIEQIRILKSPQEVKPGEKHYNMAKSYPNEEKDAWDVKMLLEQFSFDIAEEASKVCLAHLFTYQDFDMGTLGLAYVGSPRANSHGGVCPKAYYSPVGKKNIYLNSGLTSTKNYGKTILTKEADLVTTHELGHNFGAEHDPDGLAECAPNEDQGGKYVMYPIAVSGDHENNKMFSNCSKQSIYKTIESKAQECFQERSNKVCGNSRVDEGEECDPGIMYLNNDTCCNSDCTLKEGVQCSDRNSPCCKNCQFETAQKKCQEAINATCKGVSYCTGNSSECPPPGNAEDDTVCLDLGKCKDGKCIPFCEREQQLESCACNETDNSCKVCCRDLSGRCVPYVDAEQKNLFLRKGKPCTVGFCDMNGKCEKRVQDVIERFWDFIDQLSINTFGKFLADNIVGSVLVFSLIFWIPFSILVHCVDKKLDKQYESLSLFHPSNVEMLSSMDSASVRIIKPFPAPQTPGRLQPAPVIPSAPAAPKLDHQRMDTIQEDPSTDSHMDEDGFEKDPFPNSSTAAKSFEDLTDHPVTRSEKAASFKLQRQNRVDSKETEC
Starred values were filed as active, the others as inactive; i = inactive; x = not tested or not shown. This is a random part of the collection; about 4.1% have a hit in one of these screens.

proKLK7 act	UHRF1 MBD2 ctr	MBD2 DNA inh	Tn7 DDE FP	PLC-beta3 inh	ARFGAP1 inhibitor	DDE Tn6 FP inh	PLC-gamma1 inh	ASAP1 inh	ADAM17 inh	structure
-0.1	-2	1	-7	-5	4	-1	3	0	-1	O=c1c2c3c(sc2n(CCN2CCOCC2)c(=O)n1C1CCCCC1)CCCCC3
-12	1	4	-9	-481	-10	3	-433	11	-32	COc1ccc(-c2cc(C(F)(F)F)c3c(N)c(C(=O)NCCSC)sc3n2)cc1
0.5	1	5	0	-7	5	-4	-3	6	-3	O=C(Nc1ccc(Br)cc1)c1cc([N+](=O)[O-])cc([N+](=O)[O-])c1
0.2	0	4	5	-6	-3	2	7	2	0	CCC1C(=O)NCCN1C(=O)c1cccc(OC2CCN(S(=O)(=O)N(C)C)CC2)c1 (stereo not given)
-0.4	1	-2	-8	-2	-3	4	1	-12	-3	O=C(CCn1c(=O)[nH]c2ccsc2c1=O)NCc1ccc(F)cc1
-0.2	1	-4	-1	0	-6	-5	0	6	-3	CCC(=O)N=c1sc2ccccc2n1-c1ccccc1
-6.3	-8	-6	-6	-498	13	3	-396	5	-214	c1coc(-c2cnc3ccccc3n2)c1
0.1	8	12	-1	-180	13	-11	-158	-4	-58	CN1/C(=C\C(=O)COC(=O)CN2C(=O)C3CC=CCC3C2=O)C(C)(C)c2ccccc21 (stereo not given)
-0.3	4	1	-2	-8	-1	1	-1	6	-1	CN1CCN(S(=O)(=O)c2cccc(C(=O)Nc3ccccc3N3CCCC3)c2)CC1
-0.3	1	-4	-5	0	-6	6	2	-9	1	CCn1c(-c2ccsc2)nc2c1c(=O)[nH]c(=O)n2Cc1ccccc1
0.6	2	0	-7	-2	11	-3	0	-5	0	COc1ccc(CN2C[C@H](COCc3ccccc3)Oc3cccc(N4CCCC4)c3S2(=O)=O)cc1
0.0	2	9	2	1	1	-1	3	8	-1	COc1ccc(CNC(=O)c2cccc3c(-c4cccc(C(N)=O)c4)coc23)cc1OC
1.0	0	0	5	-7	10	-5	0	4	8	CC1C=CCC2C(=O)N(c3cccc(C(=O)Nc4ccc(Br)cc4)c3)C(=O)C12 (stereo not given)
-0.7	3	5	-2	1	-1	5	-3	-7	-7	O=C(NCc1cccnc1)C1CCN(S(=O)(=O)c2cc([N+](=O)[O-])ccc2Cl)CC1
-0.9	-5	-1	0	1	-1	-6	2	-4	-3	O=C(CN1CCCCC1)NCCNc1ccc(C(F)(F)F)cc1[N+](=O)[O-]
-0.2	-4	2	-4	3	-2	-4	0	10	-1	Cc1c(N2C(=O)CSC23C(=O)Nc2ccccc23)c(=O)n(-c2ccccc2)n1C (stereo not given)
-0.3	3	5	5	-4	5	3	0	11	-2	Cc1ccc(-c2cn(-c3ccc(OC(F)F)cc3)c3[n+]2CCCCC3)cc1
-0.6	0	9	-15	-6	8	2	3	23	3	O=C(Nc1cc(Cl)ccc1O)C1CC(c2ccccc2O)=NO1 (stereo not given)
-1.1	93*	104*	-10	-9	-8	-8	12*	-11	4	CC(=O)c1ccc2c(c1)C1C=CCC1C(C(=O)O)N2 (stereo not given)
0.1	1	-1	-1	0	-4	0	0	1	0	Cc1nn(C)c(C(=O)N/N=C/c2cccnc2)c1Cl

3 entries from above, arranged by the number in ADAM17 inh, falling:
proKLK7 act	UHRF1 MBD2 ctr	MBD2 DNA inh	Tn7 DDE FP	PLC-beta3 inh	ARFGAP1 inhibitor	DDE Tn6 FP inh	PLC-gamma1 inh	ASAP1 inh	ADAM17 inh	structure
-1.1	93*	104*	-10	-9	-8	-8	12*	-11	4	CC(=O)c1ccc2c(c1)C1C=CCC1C(C(=O)O)N2 (stereo not given)
0.0	2	9	2	1	1	-1	3	8	-1	COc1ccc(CNC(=O)c2cccc3c(-c4cccc(C(N)=O)c4)coc23)cc1OC
-0.7	3	5	-2	1	-1	5	-3	-7	-7	O=C(NCc1cccnc1)C1CCN(S(=O)(=O)c2cc([N+](=O)[O-])ccc2Cl)CC1

Remaining list, next part.
proKLK7 act	UHRF1 MBD2 ctr	MBD2 DNA inh	Tn7 DDE FP	PLC-beta3 inh	ARFGAP1 inhibitor	DDE Tn6 FP inh	PLC-gamma1 inh	ASAP1 inh	ADAM17 inh	structure
-0.7	-4	-6	15*	2	3	3	0	-4	-4	O=C(OCC(=O)N1CCCc2ccccc21)c1cccc(C(F)(F)F)c1
-0.1	1	6	5	-5	3	-8	2	-11	-7	CC(OC(=O)C1CC1)C(=O)Nc1ccc([N+](=O)[O-])cc1Cl (stereo not given)
-0.3	-10	-2	4	-2	8	-4	-1	12	-1	CCn1c2ccc(F)cc2c2nnc(NN)nc21
-0.7	1	-2	-4	2	4	2	-3	5	-1	CC(=O)Nc1cccc(C(=O)N/N=C/c2cccnc2)c1
0.5	-3	-4	-6	0	-8	1	-1	-3	-3	Cc1[nH]nc2c1C(c1ccc3c(c1)OCO3)C(C#N)=C(N)O2 (stereo not given)
-0.3	3	0	-3	-3	9	-9	0	6	-4	CC(C)(C)c1ccc(C(=O)NCCN2CCOCC2)cc1
-0.3	2	1	2	4	-1	2	17*	-1	0	N=c1sccn1CC(=O)NC(=O)NC1CCCC1
0.2	-3	1	-4	-6	x	-6	-3	x	0	O=S1(=O)CC2c3ccc(F)cc3CN2CN1Cc1ccccc1 (stereo not given)
0.4	-8	-2	-3	-9	3	-10	-7	3	-3	O=C(/C(=C(\[O-])c1ccccc1)[n+]1ccc2ccccc2c1)c1ccccc1
0.1	-3	-6	1	-3	-1	9	-4	-9	3	COc1cc(C=C(C#N)c2ccc([N+](=O)[O-])cc2)ccc1O

Next part (2 carried over from the part before).
proKLK7 act	UHRF1 MBD2 ctr	MBD2 DNA inh	Tn7 DDE FP	PLC-beta3 inh	ARFGAP1 inhibitor	DDE Tn6 FP inh	PLC-gamma1 inh	ASAP1 inh	ADAM17 inh	structure
0.4	-8	-2	-3	-9	3	-10	-7	3	-3	O=C(/C(=C(\[O-])c1ccccc1)[n+]1ccc2ccccc2c1)c1ccccc1
0.1	-3	-6	1	-3	-1	9	-4	-9	3	COc1cc(C=C(C#N)c2ccc([N+](=O)[O-])cc2)ccc1O
-0.6	-1	-3	0	-7	2	-1	-1	16	-1	COc1ccc(C(=O)COC(=O)CCN2C(=O)C3C4C=CC(C5CC45)C3C2=O)cc1 (stereo not given)
0.0	-1	-3	-3	-1	12	-8	1	-7	-2	CC(C)(C)NC(=O)CSc1nnc(Cc2ccccc2)n1CC1CCCO1 (stereo not given)
0.3	2	3	6	1	3	3	0	-7	-4	CCc1nc2ccc(F)cc2c(C(=O)NC2CCCCC2C)c1C (stereo not given)
-0.3	0	-3	-6	-4	-8	-2	3	1	2	COc1ccc(C(=O)C(C)OC(=O)CNC(=O)c2ccco2)cc1 (stereo not given)
1.0	-1	-5	1	-207	-4	2	-176	9	-61	CCOc1ccc2oc(-c3ccccc3)c(C(=O)N3CCN(CCO)CC3)c2c1
0.0	2	-4	1	-1	11	-2	0	-12	-4	CCOC(=O)C1CCCN(C(=O)CS(=O)(=O)Cc2ccccc2)C1 (stereo not given)
-0.2	5	-2	1	0	x	2	1	x	5	Cc1ccc(-c2nnc(SCC(=O)Nc3ccc4c(c3)OCCO4)n2-c2ccc(C)cc2)cc1
0.5	1	-4	-4	2	-9	0	-1	22	2	CC(OC(=O)c1cccc(-n2cnnn2)c1)C(=O)Nc1cccc(Cl)c1 (stereo not given)
-0.7	4	2	-2	1	-9	6	2	-5	-4	O=C(N[C@@H](Cc1cccnc1)C(=O)N1CCC[C@H]1C(=O)NC1CCCC1)c1ccc(Cl)c(Cl)c1
0.0	-1	2	-1	0	-1	1	1	-6	-2	CCOC(=O)C1=C(C)N=C2SC(C)C(=O)N2C1c1ccc(OC(C)=O)c(OC)c1 (stereo not given)
-0.3	2	1	2	0	2	2	3	2	0	Fc1ccc(CNc2ncnc3c2cnn3-c2ccccc2)cc1
0.1	-3	2	6	-4	-5	1	0	-6	1	CCc1cccc2c(C(=O)COC(=O)c3ccccc3)c[nH]c12
0.0	-2	2	3	-4	13	-2	2	7	4	O=C(CCCN1C(=O)/C(=C/c2cccs2)SC1=S)Nc1ccc(O)cc1
0.4	3	4	-4	-8	5	4	-9	-3	-1	Cc1ccc(NC(=O)c2cc(NC(=O)CCC(=O)O)ccc2N2CCCCC2)cc1
0.9	-1	1	-4	-12	3	4	-8	1	-30	O=C(c1ccccc1)N(CCO)Cc1cc2cc3c(cc2[nH]c1=O)OCCO3
-0.2	2	1	-4	1	10	-5	3	-11	-3	CCCCN1C(=O)C(CC(=O)NCCCCc2ccccc2)CC(C(=O)N2CCOCC2)=C1C (stereo not given)
0.2	-2	-3	-4	5	1	-2	6	-11	2	C=C(CC[C@@H](O)C(C)(C)O)[C@H]1CC[C@]2(C)[C@@H]1CCC1[C@@]3(C)CC[C@H](O)C(C)(C)C3CC[C@]12C (stereo not given in full)
0.4	-3	0	0	2	-1	3	2	7	5	Cc1ccc(NC2=NCC(Cc3ccc(Br)cc3)S2)cc1 (stereo not given)
0.2	1	-1	-1	-4	3	-1	0	0	-4	CCSc1ccccc1C(=O)Nc1nc2ccccc2c(=O)[nH]1
0.0	3	0	1	0	2	3	2	-1	-3	Cc1ccc(Oc2ccc(Cl)cc2NC(=O)c2ccc(F)cc2F)cc1
0.4	-1	1	2	-2	8	6	0	7	-1	Cc1cccc(CN2[C@@H](CC(C)C)COCCS2(=O)=O)c1
-0.2	3	0	-3	1	0	2	1	-14	-4	O=C1CC(N2CCSCC2)C(=O)N1c1ccccc1 (stereo not given)
0.0	3	7	-6	-2	7	9	2	0	-3	COc1ccc(Oc2nc(C)cc(C)c2S(C)(=O)=O)cc1
-0.3	3	2	-3	3	9	6	2	2	7	CCCCNC(=O)Cc1c(OC)ccc2cc(Br)ccc12
32*	-9	-7	2	i	15	9	i	13	i	N#Cc1c(N)n(CCc2ccc(F)cc2)c2nc3ccccc3nc12
0.2	2	-2	-4	-2	-4	1	4	18	1	CC(OC(=O)C12CCC(=O)N1c1ccccc1S2)C(=O)Nc1cccc(Cl)c1 (stereo not given)
0.0	0	0	7	-5	4	2	4	-4	7	O=C(c1ccncc1)N1N=C(c2ccc(Br)cc2)CC1c1ccccc1O (stereo not given)
-0.9	-2	2	1	-6	5	-8	2	0	-3	CC1=NN(c2ccccc2)C(=O)C1C(=O)c1ccc([N+](=O)[O-])cc1 (stereo not given)
0.7	1	-1	12	-4	-4	2	0	3	-2	CN(CCc1ccccc1)Cc1nc(-c2cnccn2)no1
-0.3	0	4	1	-3	1	4	0	3	1	O=C(COc1ccc(S(=O)(=O)NC2CCCCC2)cc1)NC1CC1
0.7	0	-6	0	-2	9	-2	-2	-7	-3	Cc1ccccc1CSc1nnc(-c2ccco2)n1Cc1ccco1
0.1	4	3	-5	-1	7	-5	-1	1	-4	Cc1ccc(S(=O)(=O)N2CCC(=O)N([C@H](COCc3ccccc3)C(C)C)CC2)cc1
-0.1	-3	-7	2	-9	5	-4	0	9	-6	O=C(Nc1cccc(NC(=O)c2ccc(F)cc2)c1)c1ccc(F)cc1
